Assay outcomes: PubChem, Broad Institute
miR122 inh: miR-122 Renilla sensor signal increase in Huh7, primary screen, miR-122 inhibitor project, cell-based, single point, plate reader. activation (reporter increase), % at 12.5 µM. actives 0.3% (n = 340,000). Huh7 miR-122 Renilla luciferase sensor, 48 h; neutral wells = 0, positive control = 100;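 active = mean replicate activation score at least 90 and every replicate individually at or above 90; inconclusive = only one of the two criteria met; inactive = neither criterion met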;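 also: higher luciferase means less miR-122 activity so hits act as miR-122 inhibitors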
Casp6 inh: human caspase-6 inhibitors, primary screen, biochemical, VEID-R110 fluorescence, single point, set 2; purified caspase-6, Z-VEID-R110 cleavage fluorescence; actives 0.53% (n = 350,000); P55212; inhibition, % at 12.5 µM; AID 686996, 2013;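 active = mean inhibition across replicates at least about 35%, with every replicate also reaching that limit, limit read from the data; inconclusive = only one of the two criteria met; inactive = neither criterion met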;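 also: 0% = median of neutral control wells and 100% = no fluorescence left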
Target sequence (P55212 24-179 limits assumed): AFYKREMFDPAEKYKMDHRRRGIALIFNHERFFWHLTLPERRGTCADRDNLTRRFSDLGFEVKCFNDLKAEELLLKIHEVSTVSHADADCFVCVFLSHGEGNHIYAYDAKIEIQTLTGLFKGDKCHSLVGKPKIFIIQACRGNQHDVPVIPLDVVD
Target sequence (P55212 194-293 limits assumed): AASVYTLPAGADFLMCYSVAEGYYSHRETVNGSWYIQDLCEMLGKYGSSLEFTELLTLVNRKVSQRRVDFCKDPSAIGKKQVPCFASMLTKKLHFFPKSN
ERAP1 inh: human ERAP1 aminopeptidase inhibitors, primary screen, biochemical, single point, plate reader; Endoplasmic reticulum aminopeptidase 1 (Homo sapiens), Q9NZ08; recombinant ERAP1, Leu-AMC fluorescence, 60 min; inhibition, % at 10.7 µM; actives 0.15% (n = 340,000);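 active = mean replicate inhibition of at least 30%, or all replicates individually reaching that 30% level; inactive = mean below 30% and not every replicate reaching it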;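 also: 0% = neutral control wells and 100% = L-leucinethiol positive control wells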
SIRT5 inh: SIRT5 desuccinylase inhibitors, primary screen, biochemical, fluorescence imaging, single point, set 5 | NAD-dependent protein deacylase sirtuin-5, mitochondrial (Homo sapiens), Q9NXA8 | Purified SirT5, succinyl-peptide AMC, trypsin-coupled fluorescence | inhibition, % at 15 µM | actives 1.1% (n = 330,000); in the data active = inhibition above about 15%; inconclusive = no clear call, values can overlap the other calls
CFTR F508del cor: F508del CFTR correction, initial screen, CFBE line, single point | activity (quench increase), % at 7.58 µM | actives 0.36% (n = 350,000) | CFBE cells, YFP halide quenching; stimulated with forskolin plus potentiator P3; % fluorescence drop versus neutral controls;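 active = mean added fluorescence quench of at least 8% versus neutral control, with both replicates also reaching 8%; inconclusive = only one of the mean or replicate conditions met; inactive = mean below 8% and not both replicates reaching 8%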;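 also: cells transiently co-express mutant CFTR-F508del with the halide-sensitive YFP; corrector assay measuring rescue of mutant channel to the surface after 24 h compound exposure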
ERp5 block: inhibitors of ERp5-driven insulin aggregation, primary screen, biochemical, turbidity, absorbance 650 nm, single point | Protein disulfide-isomerase A6 (Homo sapiens), Q15084 | 90 min | inhibition, % at 9.99 µM | actives 0.05% (n = 350,000) | AID 651711, 2012;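 active = mean replicate inhibition above about 25%, with every replicate also reaching it, limit read from the data, passing the limit was not always enough; inconclusive = only one of those two criteria met; inactive = neither criterion met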
Target sequence (Q15084 whole entry, looked up): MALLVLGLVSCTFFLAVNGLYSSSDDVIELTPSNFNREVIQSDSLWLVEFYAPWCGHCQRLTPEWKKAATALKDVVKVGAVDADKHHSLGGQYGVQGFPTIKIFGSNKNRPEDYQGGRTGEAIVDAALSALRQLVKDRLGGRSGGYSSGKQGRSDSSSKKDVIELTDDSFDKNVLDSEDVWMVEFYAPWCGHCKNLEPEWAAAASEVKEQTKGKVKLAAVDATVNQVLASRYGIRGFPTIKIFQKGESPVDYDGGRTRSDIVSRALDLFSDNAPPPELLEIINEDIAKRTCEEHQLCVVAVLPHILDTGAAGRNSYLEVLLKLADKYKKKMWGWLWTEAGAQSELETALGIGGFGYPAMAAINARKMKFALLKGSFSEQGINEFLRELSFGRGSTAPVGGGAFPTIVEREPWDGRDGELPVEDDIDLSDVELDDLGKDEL
DENV2 CPE: inhibitors of DENV2 cytopathic effect, primary screen, cell-based, plate reader, single concentration. actives 1.7% (n = 350,000). CPE inhibition, % at 9.99 µM. DENV2-infected cells, cytopathic effect rescue. AID 651640, 2012; in the data active = CPE inhibition above about 20%, passing the limit was not always enough; inconclusive = no clear call, values can overlap the other calls; tested in BHK-21 cells;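 also: 0% = median of neutral control wells and 100% = median of positive control wells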
* marks the source's active call; other numbers are inactive results; ? = inconclusive; · = not tested or not shown; & = joins results of further samples; [ ] = another dose, or the depositor's remark.

SMILES	miR122 inh	Casp6 inh	ERAP1 inh	SIRT5 inh	CFTR F508del cor	ERp5 block	DENV2 CPE
CCOC(=O)c1cc(C(C)(C)C)nc(SC)c1C#N	·	4.1	-2.0	-0.7	0.3	3.9	?
O=C(Nc1ccc(F)cc1)N1[C@@H]2CNC[C@H]1C2c1ccc(-c2ccc(F)cc2)cc1 (stereo partly drawn)	·	-0.2	-3.6	7.7	-0.4	-5.2	7.1
CCOC(=O)c1c(NC(=O)CN2CCN(C(=O)c3ccco3)CC2)sc(C(N)=O)c1C	·	-3.2	1.7	-2.5	2.5	-1.9	·
CC(C)COc1nc2c(c(=O)n(C)c(=O)n2C)n1C	·	-0.4	2.2	2.9	-0.7	-1.6	-4.9
C[C@H](CO)N1C[C@H](C)[C@H](CN(C)C(=O)c2ccccc2)OCCCC[C@H](C)Oc2ccc(NS(C)(=O)=O)cc2C1=O	-2.6[16.7 µM]	0.2	-8.1	2.2	-2.7	0.6	1.4
O=C(O)c1ccc(/C=N/N2CCN(c3ccccc3)CC2)cc1	6.4	-1.2	-5.1	2.4	1.0	1.4	-1.5
CCOc1ccc(S(=O)(=O)N2CCCC(C(=O)N3CCCC3)C2)cc1 (stereo not drawn)	·	0.8	2.4	-2.8	-1.2	-0.7	5.1
CC(OC(=O)c1nsc(Cl)c1Cl)C(=O)NCCc1ccccc1 (stereo not drawn)	0.1	2.9	0.7	-3.0	-3.6	1.1	-0.1
C[C@@H]1CN([C@H](C)CO)C(=O)Cc2cc(NS(=O)(=O)c3ccccc3)ccc2O[C@H]1CN(C)Cc1ccc(C(=O)Nc2ccccc2N)cc1	·	0.7	-1.0	6.1	0.5	6.0	-9.1
O=C(NCC1CC1)[C@@H]1[C@@H](CO)[C@@H]2Cn3c(ccc(-c4ccncc4)c3=O)[C@H]1N2CC1CC1	-0.4[16.7 µM]	1.6	3.4	-3.8	0.5	-7.4	1.7
N#Cc1c(-c2ccc(Cl)cc2)cc(-c2ccccc2)nc1SCC(=O)O	-3.1	10.7	4.9	8.3	-0.2	1.4	4.2
CC(=O)Nc1ccc2c3c(cccc13)C(=O)N(c1ccccc1)C2=O	·	-1.7	-9.7	-5.7	1.7	-3.7	0.4
O=C(C[C@@H]1C=C[C@H](NC(=O)Nc2ccccc2F)[C@H](CO)O1)NCc1ccc(Cl)cc1	·	-0.5	1.5	0.7	-0.4	-7.5	3.8
O=C(O)c1cc(-c2ccc(/C=C3\NC(=O)N(c4ccc(Cl)cc4)C3=O)o2)ccc1Cl	·	39.5*	5.0	19.9*	·	-7.8	-3.6
Cc1ccc(NC(=O)c2ccc(-c3cc(Cl)ccc3Cl)o2)c(C)c1	-1.3	-1.6	-1.0	0.9	4.9	-3.9	-8.1
O=C(Cc1cccnc1)N1CC(=O)N2[C@H](C1)[C@H](c1ccc(C#CC3CCCC3)cc1)[C@@H]2CO	·	-2.3	3.2	3.2	0.1	0.2	?
COc1cccc(-c2ccc3c(c2)[C@@H]2[C@@H](CCN2C(=O)Cc2ccccc2)[C@@H](CO)N3)c1	-10.0[16.7 µM]	-1.3	1.0	6.4	-1.2	-3.1	-22.6
O=[N+]([O-])c1ccccc1NS(=O)(=O)c1ccccc1	3.5	-1.9	-1.6	2.0	0.8	-5.9	-0.6
Cc1ccccc1N=Cc1ccc[nH]1	-16.2	-0.7	1.6	5.5	-1.7	-0.7	1.4
CN(C)C(=O)C[C@@H]1C=C[C@H](NC(=O)NC2CCCCC2)[C@@H](CO)O1	-3.9[16.7 µM]	5.4	-3.5	1.8	-2.9	-3.6	5.1

Structures from the list above with fluorine:
SMILES	miR122 inh	Casp6 inh	ERAP1 inh	SIRT5 inh	CFTR F508del cor	ERp5 block	DENV2 CPE
O=C(Nc1ccc(F)cc1)N1[C@@H]2CNC[C@H]1C2c1ccc(-c2ccc(F)cc2)cc1 (stereo partly drawn)	·	-0.2	-3.6	7.7	-0.4	-5.2	7.1
O=C(C[C@@H]1C=C[C@H](NC(=O)Nc2ccccc2F)[C@H](CO)O1)NCc1ccc(Cl)cc1	·	-0.5	1.5	0.7	-0.4	-7.5	3.8

Only Casp6 inh, for two of the compounds above:
molecule | Casp6 inh
CC(C)COc1nc2c(c(=O)n(C)c(=O)n2C)n1C | -0.4
C[C@H](CO)N1C[C@H](C)[C@H](CN(C)C(=O)c2ccccc2)OCCCC[C@H](C)Oc2ccc(NS(C)(=O)=O)cc2C1=O | 0.2

Returning to the listing; the 3 compounds before the break are reprinted first.
SMILES	miR122 inh	Casp6 inh	ERAP1 inh	SIRT5 inh	CFTR F508del cor	ERp5 block	DENV2 CPE
O=[N+]([O-])c1ccccc1NS(=O)(=O)c1ccccc1	3.5	-1.9	-1.6	2.0	0.8	-5.9	-0.6
Cc1ccccc1N=Cc1ccc[nH]1	-16.2	-0.7	1.6	5.5	-1.7	-0.7	1.4
CN(C)C(=O)C[C@@H]1C=C[C@H](NC(=O)NC2CCCCC2)[C@@H](CO)O1	-3.9[16.7 µM]	5.4	-3.5	1.8	-2.9	-3.6	5.1
NC(=O)c1ccsc1NC(=O)CSc1nnc(Nc2ccccc2)s1	·	-0.6	4.9	-1.7	-3.5	0.4	-6.8
N#CCC(=O)N/N=C/c1ccc(N2N=C(c3ccccc3)CC2c2ccccc2)cc1 (stereo not drawn)	·	0.9	-2.4	-0.6	-1.7	-1.7	1.3
COC(=O)c1ccc(N2CCOCC2)c(NC(=O)c2ccc3c(c2)OCCO3)c1	-1.6	22.5	0.4	-4.0	-1.3	0.6	-0.7
C=CCSc1nc(C)cc2c1C(=O)OC2	-3.4	-1.2	-2.4	-1.3	-1.0	-2.0	-4.8
O=C(O)/C=C/C(=O)Nc1ccc(Oc2ccccc2)cc1	-8.1	0.4	·	3.0	-2.6	-1.4	-2.8
CCCC(=O)N(c1ccc(OCC)cc1)S(=O)(=O)c1ccc2c3c(cccc13)C(=O)N2C	·	-7.0	3.1	-6.9	0.8	2.7	14.2
C#CCNC(=O)C1=C[C@@H](c2ccccc2)C[C@@H](OCc2ccc(CO)cc2)O1	-4.6	0.0&0.6	1.6&-0.8	-4.1&-1.4	-0.4&-0.4	-2.5&5.2	8.9&-11.9
C[C@@H]1CCCCO[C@H](CN(C)C(=O)NC2CCCCC2)[C@@H](C)CN([C@H](C)CO)C(=O)c2cc(NS(=O)(=O)c3cccs3)ccc2O1	9.1[16.7 µM]	-5.3	-0.2	4.1	-2.6	10.1	4.0
CCCN1CCN(C(=S)Nc2ccc3nc(N4CCN(CC)CC4)cc(C)c3c2)CC1	2.4	-50.3	-6.0	-5.3	0.1	-3.7	-4.3
O=C(C[C@@H]1C=C[C@@H](NC(=O)CN2CCOCC2)[C@@H](CO)O1)NC1CCC1	·	-1.4	-3.0	-0.7	-2.6	-3.3	-4.0
CN(CCO)c1ccc(C=NNc2ccc([N+](=O)[O-])cc2S(=O)(=O)Nc2ccccc2C(=O)O)cc1	-0.8	37.3*	-25.9	21.8*	1.0	-1.7	-10.2
COc1ccc(-c2c(C#Cc3ccsc3)c3cc(-c4ccc(CN5CCOCC5)cc4)ccc3n2C)cc1	5.1	0.1	-1.5	·	1.7	-3.7	-3.6
COc1ccc(-c2cc3nc(C)c(CCC(=O)NCc4ccc(F)cc4)c(C)n3n2)c(OC)c1	·	2.6	1.0	-1.6	-3.1	0.7	·
